PI5P4K alpha inh – inhibitors of human PI5P4K alpha; P48426; PI5P4Kalpha enzyme, ADP-Glo luminescence, 60 min; active compounds read low; max response, %; actives 1.2% (n = 330,000); AID 652105; active means max response of -50% or lower; inconclusive means between -30% and -50%; inactive means -30% or higher; further: value at the top dose of about 77 µM; on the % scale 0 is the no-effect control and ±100 the full control effect
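Human PI5P4Kalpha with substrate in 0.038 M HEPES pH 7.4, 0.28 mM EGTA, 0.1% CHAPS, 5% DMSO; reaction started with 5 microM ATP (final), 60 min at room temperature. ADP formed read by ADP-Glo luminescence.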
WRN helicase inh – inhibitors of human WRN helicase. Q14191. WRN helicase unwinding, fluorescent forked duplex, kinetic. Potency, µM (titrated, usually from 114 µM), for the others: at the highest dose activity change, negative = inhibition, most hits filed as inhibitors. actives 0.46% (n = 360,000). AID 651768; further: potency means the concentration at half of the fitted maximal effect; on the % scale 0 is the no-effect control and ±100 the full control effect; nearly all actives have a fitted effect of over 55% in size
Target sequence (Q14191 whole entry, looked up): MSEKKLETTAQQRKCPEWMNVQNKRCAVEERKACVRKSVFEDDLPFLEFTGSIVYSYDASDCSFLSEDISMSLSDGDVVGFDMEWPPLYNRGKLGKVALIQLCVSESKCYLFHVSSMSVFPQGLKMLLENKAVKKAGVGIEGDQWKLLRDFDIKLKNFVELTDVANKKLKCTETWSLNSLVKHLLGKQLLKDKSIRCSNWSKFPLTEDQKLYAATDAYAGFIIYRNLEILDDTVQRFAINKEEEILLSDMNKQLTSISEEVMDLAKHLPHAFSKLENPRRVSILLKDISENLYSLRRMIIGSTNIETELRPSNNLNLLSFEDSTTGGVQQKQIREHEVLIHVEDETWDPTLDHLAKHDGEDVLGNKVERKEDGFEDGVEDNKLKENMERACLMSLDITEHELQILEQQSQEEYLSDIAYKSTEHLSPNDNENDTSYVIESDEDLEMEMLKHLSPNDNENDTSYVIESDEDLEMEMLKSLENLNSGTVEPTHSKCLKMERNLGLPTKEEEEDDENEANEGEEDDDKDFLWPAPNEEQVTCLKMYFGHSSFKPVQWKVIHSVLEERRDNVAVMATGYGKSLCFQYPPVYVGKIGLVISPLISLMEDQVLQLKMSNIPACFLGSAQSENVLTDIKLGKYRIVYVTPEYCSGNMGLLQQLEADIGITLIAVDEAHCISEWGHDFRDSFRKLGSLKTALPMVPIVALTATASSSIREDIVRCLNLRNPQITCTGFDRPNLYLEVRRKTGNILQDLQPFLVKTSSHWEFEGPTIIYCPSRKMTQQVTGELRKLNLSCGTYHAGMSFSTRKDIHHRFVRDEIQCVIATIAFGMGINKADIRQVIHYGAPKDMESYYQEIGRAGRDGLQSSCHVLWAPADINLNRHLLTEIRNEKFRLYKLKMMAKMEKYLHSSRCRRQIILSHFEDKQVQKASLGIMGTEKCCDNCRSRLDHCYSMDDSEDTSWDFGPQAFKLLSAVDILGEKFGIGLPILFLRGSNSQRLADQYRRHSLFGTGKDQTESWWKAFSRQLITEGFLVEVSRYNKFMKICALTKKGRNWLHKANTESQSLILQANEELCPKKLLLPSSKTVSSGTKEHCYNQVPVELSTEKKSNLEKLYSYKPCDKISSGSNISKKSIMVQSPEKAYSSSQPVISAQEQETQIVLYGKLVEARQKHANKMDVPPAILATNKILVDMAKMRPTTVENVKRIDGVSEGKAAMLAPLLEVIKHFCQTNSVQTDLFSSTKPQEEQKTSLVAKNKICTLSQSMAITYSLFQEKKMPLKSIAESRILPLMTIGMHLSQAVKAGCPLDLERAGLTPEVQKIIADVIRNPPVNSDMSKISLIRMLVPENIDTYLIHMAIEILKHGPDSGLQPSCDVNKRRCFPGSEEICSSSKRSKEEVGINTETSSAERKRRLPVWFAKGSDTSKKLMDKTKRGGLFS
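Kinetic fluorescence helicase assay: unwinding of a quenched forked DNA duplex (100 nM final) with 2 mM ATP final raises red fluorescence (525/598 nm). Compounds sat 15 min at room temperature with 20 nM WRN beforehand.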
EPAC1 agonist – activates human EPAC1 exchange factor; EPAC1 agonist qHTS, biochemical assay; response scale: 100% = response to 6.5 mM cAMP; Potency, µM (series often up to 154 µM), for inactives: at the top dose activation, hits mostly activators; actives 0.073% (n = 360,000); AID 720707; further: potency means the concentration at half of the fitted maximal effect; nearly all actives have a fitted effect of over 60% in size
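Multi-concentration qHTS readout: loss of Rap1B-bound BODIPY-GDP fluorescence driven by 100 nM EPAC1 with excess GDP (50 uM), monitored kinetically at room temperature; agonist response expressed relative to 6.5 mM cAMP.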
Abeta rescue – restores growth of yeast expressing A-beta42 peptide. yeast expressing A-beta42, growth rescue, OD600, 48 h; response scale: 0% DMSO, 100% iron-clioquinol control. Potency, µM (doses to about 46.1 µM), for inactives: at the top dose growth rescue, most hits filed as activators. actives 0.063% (n = 410,000); further: potency means the concentration at half of the fitted maximal effect; nearly all actives have a fitted effect of over 55% in size
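Yeast A-beta toxicity model in growth medium with pinned compounds, 48 h at 30 C; growth read as absorbance at 600 nm. Normalized to FeCl3/clioquinol equimolar mix (positive) and DMSO (negative).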
FUS yeast rescue – FUS proteinopathy suppression in yeast; AID 1347120; actives 0.24% (n = 390,000); Potency, µM (highest dose often 76.6 µM), for the others: at the top dose growth rescue (activation), actives largely listed as activators; S. cerevisiae FUS-expressing, growth rescue, OD600, 24 h;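 further: potency means the concentration at half of the fitted maximal effect; plate controls were DMSO vehicle for no effect and reference control for full effect; nearly all actives have a fitted effect of over 55% in size; some results filed as inactive show a strong effect at the top dose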
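Cultures pregrown in 2.5% raffinose medium are shifted to minimal medium containing 2% galactose to express toxic FUS. Compounds are tested at several concentrations. After 24hr at 30C, growth is quantified at 600 nm absorbance.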
aSyn rescue – alpha-synuclein toxicity inhibition in yeast; AID 652106; Yeast expressing alpha-synuclein, growth rescue, BacTiter-Glo, 24 h; actives 0.14% (n = 370,000); Potency, µM (highest dose often 46.1 µM), for the others: top-dose growth rescue (activation), usual class: activators; further: potency means the concentration at half of the fitted maximal effect; % of control where 0% means no effect; nearly all actives have a fitted effect of over 65% in size
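Screening used galactose-induced yeast with toxic alpha-synuclein levels, exposed to compound for 24 hr at 30 deg C. Cell growth, read with BacTiter-Glo luminescence, gave the measured signal.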
PLK1 PBD block – blocks phosphopeptide binding to human PLK1 polo-box domain; P53350; Plk1 PBD binding of FITC phosphopeptide, fluorescence polarization; Potency, µM, inactives show max response, negative = inhibition, hits mostly inhibitors; actives 2.8% (n = 360,000); further: potency means the concentration at half of the fitted maximal effect; series mostly up to about 57 µM; on the % scale 0 is the no-effect control and ±100 the full control effect; nearly all actives have a fitted effect of over 65% in size
IL2 activator – activates IL-2 in a cell-based reporter assay. AID 652025. IL-2 activation reporter assay, cell-based qHTS; stimulated with anti-CD3/CD4/CD28 beads; in transgenic mouse T cells. activation, % (series mostly up to about 46 µM). actives 0.065% (n = 360,000); in the data active means activation above about 50%; inconclusive means mostly about 30% to 49%; further: 0% is about no effect
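Readout is EGFP and DsRed signal by fluorescent plate cytometry after 18 h at 37 degrees C. Transgenic mouse T cells (750/well) received compound for 60 min before bead stimulation (anti-CD3, anti-CD4, anti-CD28); memory T cells served as non-tolerant control.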
EPAC1 antag – EPAC1 (human) antagonism. EPAC1 GEF assay, Rap1b-BODIPY-GDP exchange fluorescence. Potency, µM (titrated, usually from 115 µM), for the others: at the highest dose activity change, negative = inhibition, actives largely listed as inhibitors. actives 0.14% (n = 360,000);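 further: potency means the concentration at half of the fitted maximal effect; plate controls were vehicle for no effect and positive control for full effect; nearly all actives have a fitted effect of over 50% in size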
* hit, by the source's call; ? = inconclusive; · = no result given; & = joins results of further samples; [ ] = another dose, or the depositor's remark. Unless noted, the call rests on the fitted dose curve; in most records, active means well fitted curve in the direction sought with a large enough effect; inconclusive means small, poorly fitted or top-dose-only effect, or another doubt; inactive means no such curve, though single readings can be large; an effect the other way counts as inactive or inconclusive.

SMILES	PI5P4K alpha inh	WRN helicase inh	EPAC1 agonist	Abeta rescue	FUS yeast rescue	aSyn rescue	PLK1 PBD block	IL2 activator	EPAC1 antag
COc1ccc(NC(=O)c2cccnc2)cc1OCC(C)C	2.2	9.0%	3.1%	18.1%	-15.7%	3.3%	?	-0.3	-13.7%
CCc1nnc(NS(=O)(=O)c2ccc(NC(=O)c3cccc(Cl)c3)cc2)s1	-6.1	-1.2%	-9.9%	·	30.3%	3.1%	0.2%	1.0	-10.2%
Cc1cc(C)cc(N(C(=O)CNC(=O)c2ccco2)C(C(=O)NC2CCCC2)c2ccncc2)c1 (stereo not given)	1.7	8.5%	15.2%	-15.2%	-10.2%	1.0%	29.9µM*	-1.3	-11.4%
COC(=O)CCN(C)CCC(=O)OC	0.4	-26.1%[57.1 µM]	-1.0%	6.6%	-5.8%	-2.7%	-23.5%	-1.6	15.7%
COc1ccc(CCNc2cc(C)nc3c(-c4ccccc4)cnn23)cc1OC	10.5	-31.4%[57.1 µM]	10.1%	-14.4%	?	-7.7%	-0.4%	-0.5	-11.1%
O=C1CCCC(O)=C1N=Nc1ccc(Cl)c(Cl)c1	-19.0	0.1%	-5.9%	-2.8%	-9.5%	-4.5%	-4.5%	-2.8	-16.3%
COc1ccc(CC(=O)NC(C)c2ccc(S(N)(=O)=O)cc2)cc1S(=O)(=O)N1CCOCC1 (stereo not given)	3.8	-27.7%	-0.7%	-7.1%	·	-3.9%	-1.2%	6.2	-10.4%
O=[N+]([O-])c1cccc2c(S(=O)(=O)N3CCOCC3)cccc12	?	-11.3%[11.6 µM]	-7.3%	8.2%	2.7%	?	-2.7%	-2.9	-27.3%
Brc1ccc(CSc2nnc(Cc3c[nH]c4ccccc34)o2)cc1	-5.2	-12.9%	9.6%	21.4%	·	-0.1%	-0.7%	3.4	-29.3%
Fc1ccc(CSc2ncnc3scc(-c4ccccc4)c23)cc1	3.1	0.6%	11.8%	-1.9%	·	-6.9%	-9.9%	-0.7	-11.8%
CCOC(=O)C1CCN(C(=O)COC(=O)c2ccccc2OCC)CC1	-6.2	-16.8%	11.0%	5.1%	·	2.6%	0.9%	-4.4	0.4%
CCN(CC)CCNc1nc2c(c(=O)n(C)c(=O)n2C)n1C/C=C(/C)Cl	3.1	1.7%	-1.2%	-1.4%	11.3%	-0.8%	-9.3%	-0.2	-7.2%
CC(Sc1ccccc1F)C(=O)Nc1cccc(S(=O)(=O)N2CCOCC2)c1 (stereo not given)	0.5	-6.4%	-1.5%	-11.4%	5.2%	-7.7%	?	-0.7	-5.5%
Cn1c(NCc2cccnc2)nc2c1c(=O)n(Cc1ccccc1F)c(=O)n2C	·	4.4%	-2.1%	10.3%	10.9%	-0.9%	1.1%	-1.1	3.8%
Cc1ccc(OCCC(=O)NNC(=O)c2ccc(Br)cc2)cc1	1.3	-5.2%	8.3%	9.2%	13.8%	3.9%	-5.0%	1.1	1.8%
O=C(CCCn1cnc([N+](=O)[O-])n1)Nc1cccc2ccccc12	-3.6	-18.0%	9.4%	-2.7%	10.3%	0.6%	-22.7%	1.3	-18.3%
CC(=O)c1cccc(N(CC(=O)Nc2ccc(F)cc2F)S(C)(=O)=O)c1	·	-15.4%	-11.7%	-16.8%	20.5%	-0.6%	-2.6%	-2.3	4.1%
C#CCNC(=O)C1=C[C@H](c2ccccc2)[C@@H](CCCO)[C@H](OCC)O1	3.7	5.1%	-16.9%	-6.7%	-24.1%	1.1%	-5.9%	0.5	1.5%
Cc1ccc(C2=NNC3(CCOC(C)(C)C3)S2)cc1 (stereo not given)	?	-16.3%	1.2%	?	18.0%	-6.1%	-11.1%	-2.8	4.3%
Cc1ccc(CNS(=O)(=O)c2ccc3c(c2)CCN3C(=O)CCCC(=O)O)cc1	-9.0	-31.4%	4.8%	-4.0%	14.4%	4.7%	-6.1%	-0.4	-4.6%

Already shown: six of the compounds above.
SMILES	PI5P4K alpha inh	WRN helicase inh	EPAC1 agonist	Abeta rescue	FUS yeast rescue	aSyn rescue	PLK1 PBD block	IL2 activator	EPAC1 antag
CCOC(=O)C1CCN(C(=O)COC(=O)c2ccccc2OCC)CC1	-6.2	-16.8%	11.0%	5.1%	·	2.6%	0.9%	-4.4	0.4%
CCN(CC)CCNc1nc2c(c(=O)n(C)c(=O)n2C)n1C/C=C(/C)Cl	3.1	1.7%	-1.2%	-1.4%	11.3%	-0.8%	-9.3%	-0.2	-7.2%
CC(Sc1ccccc1F)C(=O)Nc1cccc(S(=O)(=O)N2CCOCC2)c1 (stereo not given)	0.5	-6.4%	-1.5%	-11.4%	5.2%	-7.7%	?	-0.7	-5.5%
Cn1c(NCc2cccnc2)nc2c1c(=O)n(Cc1ccccc1F)c(=O)n2C	·	4.4%	-2.1%	10.3%	10.9%	-0.9%	1.1%	-1.1	3.8%
Cc1ccc(OCCC(=O)NNC(=O)c2ccc(Br)cc2)cc1	1.3	-5.2%	8.3%	9.2%	13.8%	3.9%	-5.0%	1.1	1.8%
O=C(CCCn1cnc([N+](=O)[O-])n1)Nc1cccc2ccccc12	-3.6	-18.0%	9.4%	-2.7%	10.3%	0.6%	-22.7%	1.3	-18.3%

(more compounds)
SMILES	PI5P4K alpha inh	WRN helicase inh	EPAC1 agonist	Abeta rescue	FUS yeast rescue	aSyn rescue	PLK1 PBD block	IL2 activator	EPAC1 antag
Cc1ccc(N(CC(=O)NCc2ccco2)C(=O)CCC(=O)Nc2nccs2)cc1C	-2.4	2.2%	-2.7%	-7.3%	12.7%	0.5%	2.3%	6.1	10.1%
COc1ccc(CN(C)CC(=O)NC(=O)NCc2ccccc2)cc1OC	7.5	-3.5%	-3.2%	-8.3%	18.6%	3.7%	-7.7%	0.1	-8.9%
CCCCCCCCn1cnc2c(N)c(C)c(C)cc21	·	-18.8%	-3.4%	-51.0%[inhibitor]	?	-0.4%	-5.8%	1.4	?
Cc1cc(C)cc(N2C(=O)CC(n3nc(C)cc3C)C2=O)c1 (stereo not given)	1.9	-2.5%	2.4%	17.7%	4.6%	3.5%	3.5%	-0.3	7.1%
Cc1nc2scc(C)n2c(=O)c1S(=O)(=O)NCCc1ccccc1	-2.9	-7.0%	-3.5%	-2.9%&-13.1%	5.9%&-15.2%	8.8%	11.9µM*	-3.5	23.9%
O=C(c1ccc(S(=O)(=O)N2CCOCC2)cc1)N1CCCc2ccccc21	5.4	-14.2%	0.4%	8.0%	15.5%	·	-5.4%	1.0	-4.3%
O=C1CC(N2CCSCC2)C(=O)N1c1ccc(F)cc1 (stereo not given)	-6.7	-19.3%	4.3%	-10.3%	-30.7%	-2.8%	-2.1%	2.9	12.4%
O=c1oc2c(CN3CCCCC3)c(O)ccc2c2c1CCCCC2	·	-0.7%	5.8%	7.5%	35.1%	2.8%	-3.4%	0.0	-1.9%
O=C(CSc1nnc(-c2cccnc2)o1)Nc1cccc(Cl)c1	-0.3	1.3%	-3.9%	-16.4%	33.8%	-0.1%	?	1.3	32.4%[activator]
C[C@H]1CN([C@@H](C)CO)C(=O)Cc2cc(NS(=O)(=O)c3ccc(Cl)cc3)ccc2O[C@@H]1CN(C)C(=O)Nc1cccc2ccccc12	-4.8	-3.9%	10.4%	2.9%	?	-0.2%	-16.6%	-0.7	-9.2%
CN1OC[C@@H]2CN[C@H](c3cccc(Oc4ccccc4)c3)C[C@@H]21	3.9	0.2%	6.1%	-1.0%	-12.3%	-10.0%	-4.2%	-0.2	-10.7%
O=C(N/N=C/c1cccnc1)c1cc(-c2cccs2)nc2ccccc12	-3.9	-15.8%	6.3%	10.2%	·	-0.4%	-5.9%	1.7	-18.3%
CCCN1CCC(C(=O)NC(c2ccc(F)cc2)c2ncccc2C)CC1 (stereo not given)	-0.7	3.4%	-10.3%	-9.4%	-17.9%	-3.1%	-1.1%	-0.1	2.1%
CCc1cccc(C)c1NC(=O)c1cccnc1	-4.5	0.6%	2.2%	-0.5%	-4.9%	3.3%	7.5%	-1.3	2.3%
CC(Sc1ccc2c(c1)OCCO2)C(=O)Nc1ccc2c(c1)OCO2 (stereo not given)	0.8	3.3%	-2.5%	-3.4%	12.2%	1.7%	-14.9%	-2.0	12.6%
CN1CCN(CCCNC(=O)C2CC(=O)N(C3CCCCC3)C2)CC1 (stereo not given)	-0.1	2.6%	-0.8%	6.4%	0.2%	-0.1%	-1.1%	-0.3	13.1%
Cc1ccc(-c2csc3ncn(CC#N)c(=O)c23)cc1	?	-11.7%	9.2%	1.1%	?	2.4%	-15.9%	0.0	4.5%
COc1cc(/C=N/NC(=O)c2ccncc2)ccc1OC(=O)c1ccccc1Cl	-1.5	2.6%	1.4%	2.5%	7.5%	-0.5%	9.3%	0.5	-8.3%
CCN(C[C@H]1N[C@@](C)(C(=O)OC)[C@H]2C(=O)N(Cc3ccccc3)C(=O)[C@@H]12)S(=O)(=O)c1ccc(C)cc1	-8.2	1.0%	-17.4%	-6.3%	26.0%	-2.5%	-7.9%	-0.5	-10.6%
O=C(NC1CCS(=O)(=O)C1)/C(=C\c1ccc(F)cc1)NC(=O)c1ccccc1 (stereo not given)	0.5	-6.1%	5.8%	4.2%	12.5%	-0.5%	-1.8%	0.4	6.7%
COc1cc(OC)cc(C(=O)NCCOC23CC4CC(CC(C4)C2)C3)c1	3.0	-8.1%	-6.0%	1.9%	13.0%	-2.8%	-5.1%	-4.2	-1.2%
CC(=O)c1c(Nc2cccc(F)c2)oc(C)cc1=O	6.8	-4.2%	-10.0%	2.4%	-42.2%	-5.5%	3.6%	-0.8	3.8%
CC(=O)c1ccc(OCc2cc(C(=O)N3CCN(c4ccccc4)CC3C)no2)cc1 (stereo not given)	3.6	-11.8%	5.3%	7.4%	24.6%	6.3%	-9.0%	-4.3	-3.0%
